OX1R antag-1: human HCRTR1 antagonism; O43613; CHO/OX1R cells, Fluo-8 calcium fluorescence, orexin A; inhibition, % at 5 µM; 0.43% of 330,000 active; AID 434989;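 active = inhibition above its plate's threshold, mean inhibition of all tested compounds on the plate plus 3 SD, cut at about 37% in these data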;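 note: 0% = orexin A challenge wells and 100% = SB-334867-A antagonist wells; not every result past the cut was called active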
Target sequence (O43613 whole entry, looked up): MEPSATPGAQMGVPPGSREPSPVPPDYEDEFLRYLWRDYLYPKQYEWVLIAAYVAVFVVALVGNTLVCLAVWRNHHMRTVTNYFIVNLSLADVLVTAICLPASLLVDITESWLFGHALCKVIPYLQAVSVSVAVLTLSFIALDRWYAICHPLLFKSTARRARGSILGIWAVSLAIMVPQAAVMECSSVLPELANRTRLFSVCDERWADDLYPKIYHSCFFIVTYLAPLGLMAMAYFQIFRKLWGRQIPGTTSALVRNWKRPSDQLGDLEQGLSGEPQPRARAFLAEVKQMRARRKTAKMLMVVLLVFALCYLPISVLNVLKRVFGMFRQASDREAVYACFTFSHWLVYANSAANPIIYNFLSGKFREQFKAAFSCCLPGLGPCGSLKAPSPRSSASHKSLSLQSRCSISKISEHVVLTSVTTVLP
OX1R antag-2: OX1R (human) antagonism | AID 485270 | O43613 | OX1R-expressing cells, FRET antagonist read-out | 1.8% of 330,000 active | inhibition, % at 6.6 µM; in the data active = inhibition mostly above about 38%, no sharp cut-off; inactive = mostly below about 40%;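 note: 0% = agonist challenge alone and 100% = reference antagonist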
CHT PAM: human CHT allosteric activation | B-score at 10 µM | CHT-expressing cells, membrane potential dye, choline EC20; stronger effect = higher value; LV-AA mutant CHT in HEK293 cells | 0.49% of 310,000 active;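 active = initial fluorescence not abnormally high and integrated response B-score, plate-corrected, over 3 SD above library mean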
Target sequence (Q9GZV3 whole entry, looked up): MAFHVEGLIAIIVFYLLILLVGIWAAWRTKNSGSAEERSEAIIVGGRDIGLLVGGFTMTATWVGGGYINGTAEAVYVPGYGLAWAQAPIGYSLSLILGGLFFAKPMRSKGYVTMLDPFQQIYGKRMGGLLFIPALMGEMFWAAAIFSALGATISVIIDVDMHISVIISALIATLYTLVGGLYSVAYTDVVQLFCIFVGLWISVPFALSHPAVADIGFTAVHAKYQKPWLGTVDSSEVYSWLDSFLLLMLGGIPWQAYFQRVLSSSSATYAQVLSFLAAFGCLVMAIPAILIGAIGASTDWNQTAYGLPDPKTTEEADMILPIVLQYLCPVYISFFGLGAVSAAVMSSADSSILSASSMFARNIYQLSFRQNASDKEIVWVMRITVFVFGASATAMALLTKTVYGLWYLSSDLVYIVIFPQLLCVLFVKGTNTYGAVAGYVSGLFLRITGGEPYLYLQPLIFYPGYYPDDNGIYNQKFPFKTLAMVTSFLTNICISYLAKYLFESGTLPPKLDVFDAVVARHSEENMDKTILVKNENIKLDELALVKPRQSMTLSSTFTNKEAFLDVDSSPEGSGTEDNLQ
Numbers without * were called inactive; i = inactive; / = not tested or not shown.

Under each structure – OX1R antag-1 | OX1R antag-2 | CHT PAM
1) Cc1ccc(NC(=S)c2ccc(N(C)C)cc2)cc1
  -21.7 | 16.8 | i
2) O=S(=O)(NCc1ccncc1)c1ccc(S(=O)(=O)NCC2CCCO2)cc1 (stereo unspecified)
  -2.2 | 17.0 | i
3) CCCCc1ccc(N=N/C(C(=O)Nc2cc(OC)c(NC(C)=O)cc2OC)=C(/C)O)cc1
  -23.5 | 18.5 | i
4) O=C(O)c1ccc(S(=O)(=O)c2ccc3c(c2)C(=O)N(NC(=O)c2ccc(O)cc2)C3=O)cc1
  1.3 | 9.7 | i
5) O=C(NC1CCCCC1)C(c1ccncc1)N(CC1CCCO1)C(=O)C(F)(F)F (stereo unspecified)
  -13.6 | 9.8 | i
6) COC(=O)C1=C(C)NC(C)=C(C(=O)OC)C1c1ccc2ccccc2n1
  -21.6 | 11.9 | i
7) CCCCN(CC)Cc1ccc(CNC(=O)Nc2ccc(OCC)cc2)o1
  -31.7 | 8.5 | i
8) CN(C)c1ccc(/C=N/NC(=O)CNC(=O)/C=C/c2ccccc2)cc1
  -18.0 | 26.6 | i
9) CC(=O)c1ccccc1OCC(O)CN1CCN(C(c2ccccc2)c2ccccc2)CC1 (stereo unspecified)
  -26.8 | 26.1 | i
10) CCCCNc1oc(-c2ccc(OC)cc2)nc1S(=O)(=O)c1ccccc1
  -13.6 | 9.1 | i
11) CC(NC(=O)Cn1cnc([N+](=O)[O-])n1)c1ccccc1 (stereo unspecified)
  6.2 | 22.8 | i
12) O=C(Cn1cnc2ccccc21)Nc1ccc(SC(F)F)cc1
  17.6 | 30.3 | i
13) CCN1CCCC1CNC(=O)C(=O)Nc1ccccc1 (stereo unspecified)
  -12.9 | 1.9 | i
14) O=S(=O)(c1ccc2nc(COc3ccccc3)[nH]c2c1)N1CCOCC1
  -7.6 | 8.8 | i
15) COc1cccc(-c2nnc(-c3ccc(C(F)(F)F)cc3)o2)c1OC
  -25.3 | 16.5 | i
16) CCc1nnc(NC(=O)CSc2nc3ccccc3o2)s1
  -7.6 | 2.2 | i
17) Cc1ccccc1CN1CCN(CC(=O)NCc2ccc3c(c2)OCO3)C1=O
  -28.9 | 9.7 | i
18) Cn1ncc(Cl)c1C(=O)NC1CCCC1
  -0.3 | 14.2 | i
19) CCC(C)(C)n1nnnc1C(c1cc2cc3c(cc2[nH]c1=O)OCO3)N1CCN(C)CC1 (stereo unspecified)
  -3.0 | 8.3 | i
20) O=C(NCc1ccccn1)c1cc(-c2ccccc2Cl)on1
  -11.1 | 5.0 | i
21) CC(C)(CC(=O)O)CC(=O)N1CCN(c2nc3cc(Cl)ccc3s2)CC1
  -20.4 | -9.8 | i
22) CCCCNC(=O)Cc1c(OC)ccc2cc(Br)ccc12
  -8.6 | 14.4 | i
23) Cc1sc2nc(CSC(C)C(=O)Nc3ccccn3)[nH]c(=O)c2c1C (stereo unspecified)
  -15.1 | 9.3 | /
24) O=C(CCC1CC(=O)Nc2ccccc21)NCc1ccc(F)cc1 (stereo unspecified)
  7.6 | -1.0 | i
25) O=C(NCc1ccco1)C12CC3CC(C1)CC(C(=O)NCc1ccco1)(C3)C2
  -22.2 | 6.5 | i
26) CCOC(=O)CNC(=O)CN1CCCN(S(=O)(=O)c2ccc(Br)s2)CC1
  -9.9 | 18.3 | i
27) CCC(=O)N=c1sc2ccccc2n1-c1ccccc1
  -31.6 | 9.4 | i
28) Cc1cccc(C)c1OCC(O)CN1CCCCC1 (stereo unspecified)
  -11.4 | 20.0 | i
29) Cc1cccc(-c2oc3ccc(-c4ccc5c(c4)OCO5)cc3c2C#Cc2cncn2C)c1
  8.4 | 3.1 | /
30) O=C1/C(=C/c2ccsc2)N2CCC1CC2
  -19.4 | 11.9 | i

Just CHT PAM and OX1R antag-2 (3 entries from above):
item	Molecule	CHT PAM	OX1R antag-2
11	CC(NC(=O)Cn1cnc([N+](=O)[O-])n1)c1ccccc1 (stereo unspecified)	i	22.8
12	O=C(Cn1cnc2ccccc21)Nc1ccc(SC(F)F)cc1	i	30.3
13	CCN1CCCC1CNC(=O)C(=O)Nc1ccccc1 (stereo unspecified)	i	1.9

Next part.
Under each structure – OX1R antag-1 | OX1R antag-2 | CHT PAM
31) CC(C)(C)c1ccc2c(c1)N(CC(=O)N1CCOCC1)C(=O)CO2
  -20.5 | 9.0 | i
32) O=C(CSc1nc(Nc2ccccc2)nc(N2CCOCC2)n1)Nc1cccc([N+](=O)[O-])c1
  -11.8 | 3.9 | i
33) Cc1nc(NC(=O)c2ccco2)sc1C(=O)O
  -2.9 | 14.4 | i
34) CCCCCn1c(SCCOCC)nc2c1c(=O)[nH]c(=O)n2C
  -21.5 | 2.5 | i
35) COc1cc(C)c(Br)cc1S(=O)(=O)NCc1ccccc1
  -6.7 | 9.5 | i
36) CS(=O)(=O)N1CC2CCCN2c2cc(C(F)(F)F)ccc21 (stereo unspecified)
  -16.2 | 17.8 | i
37) Cc1c(C(=O)N(C)C(C)c2ccncn2)oc2c(F)cccc12 (stereo unspecified)
  -11.6 | 14.1 | i
38) COc1cccc(-c2cc(C(=O)Nc3c(C)nn(Cc4ccccc4)c3C)no2)c1
  -0.1 | 1.3 | i
39) CC(C)C1NC(=S)N(Cc2ccccc2)C1=O (stereo unspecified)
  -19.9 | 13.2 | i
40) CCN(CC)S(=O)(=O)c1ccc2oc(C(=O)N3CCc4ccccc4C3)c(C)c2c1
  -21.6 | 33.7 | i
41) O=C(CN(C(=O)c1ccccc1Cl)C1CCCCC1)Nc1ccc(Cl)c([N+](=O)[O-])c1
  35.9 | 18.4 | i
42) O=C(Nc1nnc(SCc2ccc(F)cc2)s1)C1Cc2ccccc2CN1C(=O)c1ccco1 (stereo unspecified)
  -23.0 | 6.3 | i
43) COc1cccc(-c2cc(C(=O)N3CCN(S(=O)(=O)c4ccccc4)CC3)[nH]n2)c1
  8.9 | 20.4 | i
44) COc1ccccc1OCCNC(=O)c1c(-c2ccccc2Cl)noc1C
  -25.8 | 47.4 | i
45) Cc1noc(C)c1COc1ccc(C(=O)O)cc1
  12.6 | 13.0 | i
46) COc1ccc(CCNC(=O)c2cc(-c3ccco3)nc3ccccc23)cc1
  -21.0 | 38.1 | i
47) COc1c(-c2ccc(O)cc2)oc2cc(O)cc(O)c2c1=O
  -16.8 | 13.3 | i
48) CCn1c(=O)c(=O)[nH]c2cc(C(=O)Nc3ccc(S(=O)(=O)N4CCCC4)cc3)ccc21
  7.5 | 12.5 | i
49) c1cncc(C2Nc3ccccc3-c3nc4ccccc4n32)c1 (stereo unspecified)
  -16.0 | 25.0 | i
50) COC(=O)[C@@H]1C[C@H]1[C@@H](NS(=O)(=O)c1ccccc1)c1ccccc1
  -17.5 | 13.7 | i
51) O=C(Nc1nnc(SCc2ccc(F)cc2)s1)C1=COCCO1
  -11.6 | 3.9 | /
52) CCOC(=O)c1cc(-c2ccc(C)cc2)n(CC(=O)NCc2ccco2)c1C
  1.5 | 0.1 | i
53) COc1ccc(CCNC(=O)CN2CCCc3ccccc32)cc1OC
  -17.3 | 5.8 | i
54) CC1CN(C(=O)Cc2ccc(-c3ccccc3)cc2)CC(C)O1 (stereo unspecified)
  -28.4 | 17.9 | i
55) O=C(NCCCn1ccnc1)c1cccc(Cl)c1
  5.3 | -7.7 | i
56) CC(NC(=O)Nc1ccccc1F)C(C)(C)C (stereo unspecified)
  -12.7 | 0.7 | i
57) CCNC(=S)NNc1nc(N2CCCCC2)nc(N2CCOCC2)n1
  -15.7 | 11.9 | i
58) CCN(CC(=O)Nc1ccc(NC(C)=O)cc1)C(=O)c1cccc(S(=O)(=O)N2c3ccccc3CC2C)c1 (stereo unspecified)
  -16.2 | 12.8 | i
59) Cc1ccccc1Cn1nc(C)c(NC(=O)c2noc3c2CC(C(C)(C)C)CC3)c1C (stereo unspecified)
  -28.0 | -2.7 | i
60) OCC1CCCN(C2CCN(Cc3nc(Cc4cccc(C(F)(F)F)c4)no3)CC2)C1 (stereo unspecified)
  -23.6 | -0.6 | i

2 of the compounds above, as tab-separated lines.
#	molecule	OX1R antag-1	OX1R antag-2	CHT PAM
15	COc1cccc(-c2nnc(-c3ccc(C(F)(F)F)cc3)o2)c1OC	-25.3	16.5	i
37	Cc1c(C(=O)N(C)C(C)c2ccncn2)oc2c(F)cccc12 (stereo unspecified)	-11.6	14.1	i

(cont.)
Under each structure – OX1R antag-1 | OX1R antag-2 | CHT PAM
61) COCCN(C(=O)c1ccc(N2CCCC2=O)cc1)c1c(N)n(CC(C)C)c(=O)[nH]c1=O
  -10.1 | -3.8 | /
62) C=C1CCN([C@H](C(=O)NCc2ccc(OC)cc2)C(C)C)S(=O)(=O)c2ccccc21
  -25.7 | 16.1 | i
63) COc1ccc(C2C(C#N)=C(N)N(Nc3ccccc3)C3=C2C(=O)CC(C)(C)C3)cc1C (stereo unspecified)
  -7.0 | 22.4 | i
64) Cc1ccc(S(=O)(=O)N2CCC(c3nnc(SCCN4CCCC4)n3C)CC2)cc1
  5.0 | 8.1 | i
65) Cc1ccc(C(=O)Nc2ccc(C(=O)N3CCCCC3C)cc2)cc1 (stereo unspecified)
  -14.0 | 2.3 | i
66) CCn1c(Cc2ccc(OC)cc2)nnc1SCC(=O)Nc1nc2ccccc2s1
  -31.9 | 8.0 | i
67) CC(=O)N[C@H]1[C@H]([C@H](O)[C@H](O)CO)OC(C(=O)O)=C[C@@H]1O
  3.8 | 10.9 | i
68) O=C(Nc1ncc(S(=O)(=O)c2ccc([N+](=O)[O-])cc2)s1)c1ccccc1F
  53.6* | 31.3 | i
69) COc1ccc(NC(=O)c2ccc(Cn3cc(Cl)cn3)cc2)cc1
  -10.4 | 12.1 | i
70) CCCOC(=O)Nc1nc(-c2ccc(C)cc2)c(C)s1
  -31.7 | 17.5 | i
71) CN1CCN(C(=O)/C=C/c2ccccc2)CC1
  14.9 | 15.0 | i
72) CCCN(CCC)C(=O)c1ccc2c(c1)N(CC)C(=O)c1ccccc1S2(=O)=O
  -3.8 | 2.3 | i
73) Cc1ccc(N2CCN(/N=C/c3c(C)nn(-c4ccccc4)c3Cl)CC2)cc1
  1.1 | 10.0 | i
74) Cc1ccc(C(O)C(=O)c2ccco2)cc1 (stereo unspecified)
  4.7 | 15.3 | i
75) Cc1cc(C)n(C(C)CNS(=O)(=O)c2ccc(Cl)cc2)n1 (stereo unspecified)
  0.4 | 17.2 | i
76) Cc1[nH]nc2oc(=O)c(CCO)c(C)c12
  -17.3 | 10.1 | i
77) COc1ccc(NCc2nnc(SCC(=O)Nc3cccc(C)c3)o2)cc1
  -21.6 | 12.7 | i
78) C=CCNC(=S)Nc1ccccc1-c1nnc2n1CCCCC2
  -0.2 | 7.0 | i
79) Fc1cccc(C2CC(c3cccc(Br)c3)Nc3nnnn32)c1 (stereo unspecified)
  -20.9 | 19.1 | i
80) CCOC(=O)c1ccc(NC(=O)CNC(=O)c2ccccc2)cc1
  -18.9 | 12.2 | i
81) O=C(C1=C(O)C(=O)N(CCN2CCOCC2)C1c1ccccc1)c1cccs1 (stereo unspecified)
  -5.2 | 3.6 | i
82) CCOC(=O)NC1(C(F)(F)F)N=C(c2ccccc2)NC1=O (stereo unspecified)
  -16.8 | 25.0 | i
83) Cc1ccc(NC(=O)Cn2c(CCC(=O)O)ccc2-c2cccs2)cc1
  -21.0 | 17.8 | i
84) Cc1cccc(Cc2nnc(CCC(=O)N(C)C3CCOC3)o2)c1 (stereo unspecified)
  -21.4 | 2.9 | i
85) COc1ccc(C2=NN(CCC(=O)NCc3ccc4c(c3)OCO4)C(=O)CC2)cc1
  -11.4 | 3.8 | i
86) COc1ccccc1NC(=S)N1CCN(C(=O)C2CCCO2)CC1 (stereo unspecified)
  -22.6 | 5.3 | i
87) CC(C)CCNC(=O)CN(Cc1ccc2c(c1)OCO2)C(=O)CCC(=O)Nc1ccccn1
  -26.5 | 13.3 | i
88) COc1cccc(CN(C)C(=O)C23CC4CC(CC(C4)C2)C3)c1
  -26.4 | 53.4 | i
89) O=C(Nc1ccc([N+](=O)[O-])cc1)Nc1ccon1
  5.8 | 16.6 | i
90) NNC(=O)CNc1cccc(Br)c1
  -12.4 | 1.7 | i

Given in transposed form: part of the list above
56: CC(NC(=O)Nc1ccccc1F)C(C)(C)C (stereo unspecified)
57: CCNC(=S)NNc1nc(N2CCCCC2)nc(N2CCOCC2)n1
58: CCN(CC(=O)Nc1ccc(NC(C)=O)cc1)C(=O)c1cccc(S(=O)(=O)N2c3ccccc3CC2C)c1 (stereo unspecified)
entry no.	56	57	58
OX1R antag-1	-12.7	-15.7	-16.2
OX1R antag-2	0.7	11.9	12.8
CHT PAM	i	i	i

Following part:
Under each structure – OX1R antag-1 | OX1R antag-2 | CHT PAM
91) CCN(c1ccccc1)S(=O)(=O)c1cc2c3c(c1)C(C)C(=O)N3CCC2 (stereo unspecified)
  -19.2 | 15.4 | i
92) Cc1ccccc1NC(=O)Cn1c(=O)n(C)c2ccccc21
  -3.7 | 5.8 | i
93) O=C(CSc1ccc([N+](=O)[O-])cc1)Nc1cccc(S(=O)(=O)Nc2ccccc2F)c1
  31.6 | 23.4 | i
94) Cc1c2c(nc3c(C(=O)NC4CC4)cnn13)CCCC2
  -14.2 | 3.4 | i
95) Cc1nc(-c2ccc(S(=O)(=O)Nc3cccc(Cl)c3)cc2)co1
  4.3 | 18.9 | i
96) CCOC(=O)c1cc2c(=O)n3ccccc3nc2n(Cc2ccco2)c1=NC(=O)c1cccc(OC)c1
  -21.1 | 41.1 | i
97) CCOc1ccc(N(Cc2ccc(C(=O)O)cc2)S(=O)(=O)c2ccc(C)cc2)cc1
  2.3 | 12.8 | i
98) Cc1cc(NC(=O)c2ccccc2)n(-c2nc3ccccc3[nH]2)n1
  -37.6 | 5.1 | i
99) CC(=O)Nc1ccc(NC(=O)CSc2nnc(-c3ccc4c(c3)OCO4)o2)cc1
  -3.3 | 1.3 | /

Screens as filed in PubChem.
